Screening results from PubChem.
FBW7 act: FBW7 E3 ligase activators, primary screen, biochemical, AlphaScreen, human. F-box/WD repeat-containing protein 7 (Homo sapiens), Q969H0. AlphaScreen FBW7–phospho-cyclin E peptide binding, activator screen. normalized activity (activation), % at 26.1 µM. 650,000 tested, 0.13% active. AID 1259310, 2017; in the data active means normalized activity above about 1.9%;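 further: purified mutant Fbw7 with reduced substrate affinity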
GPR151 activ: activators of human GPR151, primary screen, cell-based, PathHunter beta-arrestin, luminescence | activation, % at 11.2 µM | PathHunter beta-arrestin GPR151 cells | G-protein coupled receptor 151 (Homo sapiens), Q8TDV0 | 650,000 tested, 1% active; in the data active means activation above about 4.9%;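 further: 0% = median of compound wells and 100% = cells with positive control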
Target sequence (Q8TDV0 whole entry, looked up): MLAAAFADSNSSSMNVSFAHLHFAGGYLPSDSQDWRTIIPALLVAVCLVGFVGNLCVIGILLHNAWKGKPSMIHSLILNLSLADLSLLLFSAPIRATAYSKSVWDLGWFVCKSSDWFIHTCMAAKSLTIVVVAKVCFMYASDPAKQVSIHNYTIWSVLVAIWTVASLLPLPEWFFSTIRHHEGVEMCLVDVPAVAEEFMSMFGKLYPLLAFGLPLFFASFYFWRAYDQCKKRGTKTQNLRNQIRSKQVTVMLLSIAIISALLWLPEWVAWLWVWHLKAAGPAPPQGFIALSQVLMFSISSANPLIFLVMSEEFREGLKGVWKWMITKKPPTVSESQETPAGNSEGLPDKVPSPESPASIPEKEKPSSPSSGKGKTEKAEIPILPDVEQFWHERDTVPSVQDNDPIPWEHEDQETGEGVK
MITF inh: MITF inhibitors, primary screen, biochemical, AlphaScreen, human; Microphthalmia-associated transcription factor (Homo sapiens), O75030; AlphaScreen MITF homodimerization, bead proximity signal; inhibition, % at 2.6 µM; 650,000 tested, 0.91% active; AID 1259374, 2018; in the data active means inhibition above about 50%;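 further: 0% = vehicle wells with protein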
Target sequence (O75030 whole entry, looked up): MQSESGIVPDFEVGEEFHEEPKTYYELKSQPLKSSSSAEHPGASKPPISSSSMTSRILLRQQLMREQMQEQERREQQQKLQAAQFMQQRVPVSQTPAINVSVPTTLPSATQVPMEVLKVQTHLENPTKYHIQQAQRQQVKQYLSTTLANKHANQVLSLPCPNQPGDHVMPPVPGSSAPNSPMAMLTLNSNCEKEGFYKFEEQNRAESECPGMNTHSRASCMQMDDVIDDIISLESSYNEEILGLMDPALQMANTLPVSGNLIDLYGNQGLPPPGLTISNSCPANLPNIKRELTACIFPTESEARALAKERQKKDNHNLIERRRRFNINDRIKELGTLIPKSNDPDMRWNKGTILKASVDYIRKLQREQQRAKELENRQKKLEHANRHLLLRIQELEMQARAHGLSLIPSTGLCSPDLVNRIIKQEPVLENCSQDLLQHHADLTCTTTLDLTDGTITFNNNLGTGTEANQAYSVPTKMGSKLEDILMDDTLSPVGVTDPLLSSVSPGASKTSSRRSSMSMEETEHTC
TEAD-YAP inh: TEAD-YAP interaction inhibition, primary screen, TEAD-YAP interaction inhibitor project, luminescence, HEK-TIYL cells; inhibition, % at 9.12 µM; TEAD-Gal4/YAP UAS-luciferase luminescence; 640,000 tested, 1.4% active; AID 1259422, 2018; in the data active means inhibition above about 32%;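 further: 0% = median of test compound wells and 100% = reference inhibitor wells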
Numbers without * were called inactive; & = joins results of further samples.

SMILES	FBW7 act	GPR151 activ	MITF inh	TEAD-YAP inh
O=C(NCCO)C(=O)NCc1ccncc1	0.7	-0.7	16.8	5.0
CC(=O)C1=C(C)NC(=O)NC1c1ccccc1OCC(=O)NCCc1ccccc1 (centres undefined)	-0.1	0.3	-7.9	-7.3
Cc1cc(C)cc(NC(=O)CCN2C(=O)c3ccccc3C2=O)c1	0.0	1.0	-14.3	-8.5
Cc1ccc(CCN2C(=O)CN(C3CCCCC3)C(=O)C2c2ccccc2C)cc1 (centres undefined)	0.5	-0.5	45.1	7.3
CCCC(=O)Nc1ccc(C(=O)NCCNC(=O)C2CC2)cc1	0.3	0.3	0.1	-11.3
O=C1CCCN1CCCNC(=S)Nc1ccc(S(=O)(=O)Nc2ncccn2)cc1	0.0	-0.3	22.1	12.4
CC(C)(O)c1cc(=N)sc2nc3ccccc3n12	-0.2	-1.0	-4.8	-31.2
O=C(NCCOc1ccccc1)c1ccc2nc(-c3ccccc3)sc2c1	0.0	3.5	3.9	-23.6
CC(C)CNC(=O)CSc1ccccc1	0.2	-1.5	28.0	-5.2
COc1ccc(NC(=O)c2ccc(N3CCN(CCO)CC3)c([N+](=O)[O-])c2)cc1	0.0	-0.1	5.1	-9.2

SMILES	FBW7 act	GPR151 activ	MITF inh	TEAD-YAP inh
CC1CCCC(NC(=O)CCN2C(=O)COc3ccccc32)C1C (centres undefined)	0.6	0.5	16.7	6.1
O=C(COC(=O)CNC(=O)c1ccccc1F)NCc1ccc(F)cc1	0.0	0.2	21.4	-2.1
COc1ccc(N/C=C(/C#N)c2nc(-c3ccc4c(c3)OCO4)cs2)c(OC)c1	0.3	-1.2	14.0	11.5
CC(C)N1CCC(N2CCN(Cc3ccccc3Cl)CC2CCO)CC1 (centres undefined)	0.0	1.3	1.2	-5.9
O=C(OC1CCc2ccccc2C1=O)c1ccc(O)cc1 (centres undefined)	0.0	-7.9	10.0	-25.9
COc1cc(OC)cc(C(=O)Nc2ccc(C(C)=O)cc2)c1	-0.3	-5.7	-20.4	-28.6
Nc1nonc1-n1nnc(C(=O)N2CCCCC2)c1-c1ccc([N+](=O)[O-])cc1	0.0	-1.9	9.4	-2.5
O=C(CCc1cccnc1)N1CCCC(c2[nH]ncc2-c2ccccc2)C1 (centres undefined)	-0.1	-0.1	2.9	-24.8
COc1cc(/C=C2/N=C(c3cccc([N+](=O)[O-])c3C)OC2=O)cc(OC)c1OC	-0.1	-0.1	13.5	-4.6
O=C(CNC1CCCc2ccccc21)NC12CC3CC(CC(C3)C1)C2 (centres undefined)	0.2	2.1	-7.9	1.7

SMILES	FBW7 act	GPR151 activ	MITF inh	TEAD-YAP inh
CC(C)(C)c1ccc(C(=O)Nc2ccc3c(c2)C(=O)NC3=O)cc1	-0.3	-0.8	-5.1	-3.7
C=CC[C@@H]1CC=C[C@@H](C)N1C(=O)CN1Cc2ccc(OC)cc2OC(C)C1 (some centres undefined)	-0.1	0.2	5.0	-3.2
O=C(CCCn1c(SCC(=O)c2ccccc2)nc2ccsc2c1=O)NCc1ccc2c(c1)OCO2	-0.1	0.0	-4.4	5.9
Cc1ccc(NC(=O)/C(C#N)=N/Nc2ccc(S(=O)(=O)N3CCOCC3)cc2)c(C)c1	0.2	0.2	19.2	-3.5
COc1ccc(F)cc1S(=O)(=O)NCC1COC2(CCCCC2)O1 (centres undefined)	-0.1	1.3	11.4	-1.1
COc1cc(C(=O)NCCC(=O)NC2CCCC2)cc(OC)c1OC	-0.1	-0.8	0.4	4.1
CC1=C(C(=O)Nc2cccc(C)n2)C(c2cccs2)C2=C(CCCC2=O)N1 (centres undefined)	-0.1	1.9	-15.2	-10.3
CC(C)=NNC(=O)c1cccc2cc[nH]c12	0.4	-0.4	4.0	-4.8
CCOC(=O)N1CCC(NC(=O)CC(NS(=O)(=O)c2ccc(C)cc2)c2ccc(OC)cc2)CC1 (centres undefined)	-0.1	0.9	-10.2	-3.7
O=C(Nc1ccccc1-c1nnn(CC(=O)N2CCCc3ccccc32)n1)c1ccco1	-0.1	0.3	-3.4	-2.8

SMILES	FBW7 act	GPR151 activ	MITF inh	TEAD-YAP inh
Cc1ccc(N2CC(NC(=O)Cc3ccc(Cl)cc3)CC2=O)cc1C (centres undefined)	0.1	-0.9	-10.4	2.8
O=C(NNC(=O)c1cc2sccc2[nH]1)Nc1ccccc1C(F)(F)F	0.0	0.7	4.8	8.2
O=C(Cn1cnc(-c2cccs2)cc1=O)Nc1ccc(N2CCOCC2)cc1	-0.1	0.6	5.2	-6.1
O=C(Cn1c2c(c(-c3ccccc3Cl)cc1=O)CCC2)NCCCN1CCOCC1	0.5	-2.7	9.1	18.1
C/C(=N\NC(=O)/C=C/C(=O)O)c1ccc([N+](=O)[O-])cc1	-0.1	-0.6	8.6	-5.0
CC(C)C(=O)N1CCC(Cn2nc(-c3ccccc3)ccc2=O)CC1	-0.1	1.0	3.2	-4.0
CC(=O)c1ccc(N=Cc2ccccc2O)cc1	0.3	0.3	20.5	-5.4
Cc1ccccc1-n1ncc(C(C)NC(=O)c2cc(C3CC3)on2)c1C (centres undefined)	-0.1	0.5	3.5	-8.9
O=C(c1ccccc1)c1ccccc1-n1cccc1	-0.2	-1.8	1.6	4.2
Cc1nc(Nc2cccc3nsnc23)nc(Nc2cccc3nsnc23)c1[N+](=O)[O-]	-0.2	0.2	-21.5	-4.6

SMILES	FBW7 act	GPR151 activ	MITF inh	TEAD-YAP inh
CC(Sc1nc2ccccc2c(=O)n1-c1ccc(F)c(Cl)c1)C(=O)NC(N)=O (centres undefined)	-0.1	-0.8	8.8	-5.0
COc1ccc(C(CC(=O)O)NC(=O)c2ccc([N+](=O)[O-])cc2)cc1OC (centres undefined)	0.0	0.6	8.2	7.8
COc1ccc(NC(=O)c2c(NCc3ccc(OC)c(OC)c3)sc3c2CCC3)c(OC)c1	0.1	-1.4	8.9	14.4
Cc1cc(Cl)ccc1OC(C)C(=O)NCc1ccco1 (centres undefined)	-0.1	6.9*	12.5	4.2
CC1CCCC(NC(=O)C2N(CCCN3CCN(C)CC3)C(=O)C3C(C(=O)Nc4ccc(F)c(Cl)c4)C4C=CC32O4)C1C (centres undefined)	0.1	-1.4	13.2	-0.2
Cc1ccc(Oc2ccccc2[N+](=O)[O-])cc1	0.0	-0.1	11.3	6.1
O=C1C(Cl)=C(N2CCN(C/C=C/c3ccccc3)CC2)C(=O)c2ccccc21	-0.1	0.2	12.8	-5.8
CCOc1cccc(C2CC(c3cccc(OC)c3)=NC(c3cccc(F)c3)N2)c1O (centres undefined)	0.3	-1.0	12.8	-9.6
CC(C)OC(=O)c1cccc(C(=O)Oc2ccc(OC(=O)c3cccc(C(=O)OC(C)C)n3)c(Cl)c2)n1	0.0	1.8	7.4	14.4
CCCCOC(=O)C1=C(C)NC(=O)NC1c1ccccc1OCCC (centres undefined)	-0.1	1.0	0.3	-5.2

SMILES	FBW7 act	GPR151 activ	MITF inh	TEAD-YAP inh
Cc1ccc(CN2C(=O)CSc3ccc(C(=O)NCCC(C)C)cc32)cc1	0.0	-0.9	11.5	-1.4
COc1cccc2c1OC1(C)C(C(=O)Nc3ccc(C)cc3C)C2NC(=S)N1c1ccc(Cl)cc1 (centres undefined)	-0.1	0.9	14.9	1.3
Cc1ccc(S(=O)(=O)NC(N)=NCCc2ccc(Cl)cc2)cc1	0.3	2.0	3.6	8.5
COc1ccc(S(=O)(=O)Oc2cc(C)cc(C)c2)cc1	0.3	-0.7	3.9	21.5
Cc1ccc(C(=O)N2NC(c3ccccc3F)C3C(=O)N(c4cccc(C)c4)C(=O)C32)cc1 (centres undefined)	-0.2	1.0	-10.0	5.3
Cc1cc(S(=O)(=O)Nc2ccc(C(C)(C)C)cc2)c(C)s1	0.1	-0.8	1.9	2.0
O=C(Nc1cccc(N2CCC(NCc3cccc(F)c3F)CC2)c1)c1cccnc1	-0.1	0.5	-1.5	1.8
CCN(CC)c1ccc(/C=C2/C(=O)NN(c3cccc(Br)c3)C2=O)cc1	0.0	-0.5	-5.5	-0.2
COc1ccc(-c2noc(CCC(=O)NC(C)(C)C)n2)cc1	0.0	1.2	3.2	-5.7
O=c1c2c(-c3ccc(Cl)cc3)csc2nc2c3ccccc3c(N3CCN(CCO)CC3)nn12	-0.2	1.1	-6.8	-0.4

SMILES	FBW7 act	GPR151 activ	MITF inh	TEAD-YAP inh
COc1ccc(Oc2coc3cc(OC)ccc3c2=O)cc1	-0.1	0.3	0.4	-14.7
CC(=O)Nc1ccc(NC(=O)c2sc3nc(-c4cccc([N+](=O)[O-])c4)cn3c2C)cc1	-0.1	3.9	2.7	-5.9
NC(=O)CSc1ncnc2c1cnn2-c1ccccc1	-0.1	-1.0	5.1	-35.7
Cc1ccn(S(=O)(=O)c2ccc(C(C)(C)C)cc2)n1	-0.1	-0.4	-0.2	-6.8
Cc1ccc(-c2nc(N3CCCCC3)nc3ccccc23)cc1	0.9	0.3	-1.1	-0.3
CC(C)(C)NC(=O)C(=O)NCc1ccco1	0.0	0.1	2.7	-17.7
COc1cccc(NC(=O)N2CCC3(CC2)NCCc2c3[nH]c3ccc(Cl)cc23)c1	-0.3	-0.2	14.8	48.1*
O=C(/C=C/c1cccc(Cl)c1)Oc1ccc(Cl)cc1NC1=NS(=O)(=O)c2ccccc21	-0.2	0.5	6.3	-9.2
COc1cc(Cl)cc([C@@H]2C[C@H]3CN(c4ccccc4)C(=O)[C@]34CCCN24)c1OC	-0.1	0.2	0.1	12.0
Cc1ccn2cc(CSc3nc4ccccc4[nH]3)nc2c1	-0.1	1.0	4.7	14.5

One compound at a time, as listed above. Values in the order: FBW7 act, GPR151 activ, MITF inh, TEAD-YAP inh
`COc1cc(Cl)cc([C@@H]2C[C@H]3CN(c4ccccc4)C(=O)[C@]34CCCN24)c1OC` in the list: -0.1, 0.2, 0.1, 12.0
`NC(=O)CSc1ncnc2c1cnn2-c1ccccc1` in the list: -0.1, -1.0, 5.1, -35.7
`Cc1ccc(-c2nc(N3CCCCC3)nc3ccccc23)cc1` in the list: 0.9, 0.3, -1.1, -0.3
`COc1cccc(NC(=O)N2CCC3(CC2)NCCc2c3[nH]c3ccc(Cl)cc23)c1` in the list: -0.3, -0.2, 14.8, 48.1*
`Cc1ccn2cc(CSc3nc4ccccc4[nH]3)nc2c1` in the list: -0.1, 1.0, 4.7, 14.5

More records.
SMILES	FBW7 act	GPR151 activ	MITF inh	TEAD-YAP inh
CC1=NN(C(=O)c2cccc(F)c2)C(O)(C(F)(F)F)C1 (centres undefined)	0.1	-0.6	8.0	-22.4
CCCc1ccc(OCC(=O)c2ccc(O)cc2O)cc1	0.2	-7.3	5.2	85.0*
CCOC(=O)C1(CCOc2ccccc2)CCN(C(=O)C2CC(C(C)C)=NO2)CC1 (centres undefined)	0.7	-0.6	10.0	7.5
Cc1sc2ncn(CC(=O)NCCCC(=O)Nc3ccc4c(c3)OCCO4)c(=O)c2c1C	0.2	-0.4	3.4	8.7
COc1ccccc1N1CCN(C2CCCN(C3CCC3)C2)CC1 (centres undefined)	0.0	1.2	11.6	-1.6
O=C(NC12CC3CC(CC(C3)C1)C2)c1cncc(O)c1	-0.1	0.3	-1.0	-2.4
CCc1ccc(C2c3[nH]c4ccccc4c3CCN2C(=O)CCNC(C)=O)cc1 (centres undefined)	0.0	3.3	1.8	6.6
O=C(C1CC12CCN(Cc1ccccn1)CC2)N1CCN(Cc2cccs2)CC1 (centres undefined)	-0.1	-0.5	-7.0	-6.6
CCOc1ccc(OCC(=O)Nc2ccccc2CC)cc1	0.2	-0.8	2.4	-7.5
CC(=O)NC(=O)c1cc2ccccc2oc1=Nc1ccc(-c2nc3ccc(C)cc3s2)cc1	0.0	0.7	5.0	-0.1

SMILES	FBW7 act	GPR151 activ	MITF inh	TEAD-YAP inh
COc1cc([N+](=O)[O-])ccc1-c1ccc(/C=C2\C(=O)N(c3cccc(C(=O)O)c3)N=C2C)o1	0.2	1.1	8.8	11.7
COCCn1nnnc1C(c1cc2c(C)cc(C)cc2[nH]c1=O)N1CCCCCC1 (centres undefined)	0.3	-0.2	21.3	3.8
CCCCN(CC)S(=O)(=O)c1ccc(C(=O)Nc2nc(-c3ccccn3)cs2)cc1	-1.1	2.3	22.0	8.6
Cc1ccc(NS(=O)(=O)c2cccc(C(=O)O)c2)cc1S(=O)(=O)N1CCCCC1	0.0	1.3	8.8	3.5
CCc1nc2c(c(=O)n1CCOC)c1nc3ccccc3nc1n2Cc1ccccc1	0.0	-0.7	3.9	9.7
O=C(O)CC(NS(=O)(=O)c1cccc2nsnc12)C(=O)O (centres undefined)	0.1&0.0	0.1&-0.4	12.9&3.4	-3.8&7.2
O=C(NC1c2ccccc2Oc2ccccc21)c1cnccn1	0.0	-1.2	15.8	7.7
CC(C)Sc1nn2c(=O)c(C(C)(C)C)nnc2s1	0.4	-1.8	7.2	-23.6
O=C(CSc1nc2ccccc2n1S(=O)(=O)c1ccc(Br)cc1)Nc1ccc(Oc2ccccc2)cc1	0.1	0.2	6.8	4.0
COc1ccc2c(c1)[C@@H]1C=CC[C@@H]1[C@H](c1ccc(C(=O)O)cc1)N2	0.0	-1.2	23.8	-5.7
